TexasRed fluor: alters Texas Red total fluorescence, flagging assay interference. Potency, µM (highest dose often 106 µM), for the others: at the highest dose fluorescence change, negative = quenching. AID 1479. 0.29% of 280,000 active. TRb/SRC2 Texas Red total fluorescence interference; active means well fitted curve in either direction with a large enough effect; inconclusive means small, poorly fitted or top-dose-only effect; further: on the % scale 0 is the no-effect control and ±100 the full control effect
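Human TRβ ligand-binding domain (0.6 uM) and Texas Red SRC2 peptide (20 nM) in Tris buffer with 1 uM T3 and 5% DMSO were incubated with pinned compound for 5 hr at ambient temperature. Total fluorescence was computed as S + 2P (555/632 nm).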
TRb SRC2 PPI: disrupts binding of human TR beta to SRC2. TRbeta-SRC2 peptide binding, fluorescence polarization; receptor liganded with 1 µM T3. 0.065% of 280,000 active. Potency, µM (series often up to 106 µM), inactives show top-dose activity change, negative = inhibition, hits mostly inhibitors. P10828;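 further: plate controls were bound peptide for no effect and peptide without receptor for full effect; nearly all actives have a fitted effect of over 50% in size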
Target sequence (P10828 whole entry, looked up): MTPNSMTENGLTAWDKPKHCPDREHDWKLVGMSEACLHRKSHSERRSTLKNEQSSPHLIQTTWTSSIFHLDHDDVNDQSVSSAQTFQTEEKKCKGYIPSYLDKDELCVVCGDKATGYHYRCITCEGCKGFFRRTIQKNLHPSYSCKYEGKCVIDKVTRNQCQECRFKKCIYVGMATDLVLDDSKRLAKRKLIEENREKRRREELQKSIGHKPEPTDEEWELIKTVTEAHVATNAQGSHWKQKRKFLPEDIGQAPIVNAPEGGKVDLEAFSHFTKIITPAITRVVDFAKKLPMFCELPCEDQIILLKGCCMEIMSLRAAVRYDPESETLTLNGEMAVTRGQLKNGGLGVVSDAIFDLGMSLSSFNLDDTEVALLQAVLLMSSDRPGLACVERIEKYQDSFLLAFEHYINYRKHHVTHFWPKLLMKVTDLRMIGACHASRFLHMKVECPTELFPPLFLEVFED
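TRb LBD 0.6 uM + Texas Red SRC2 peptide 20 nM, 1 uM T3, Tris buffer w/ 5% DMSO; compound pinned, 5 h RT; FP read ex 555/em 632; normalized to unbound and bound controls.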
SMN2 splice enh: SMN2 splice variant enhancement. HEK293 SMN2-luciferase splicing reporter, luminescence, 30-36 h. Potency, µM (top dose mostly 46.1 µM), for the others: at the highest dose activity change, positive = activation, actives largely listed as activators. 2.8% of 210,000 active. AID 1458; further: % of control where 0% means no effect; nearly all actives have a fitted effect of over 55% in size
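HEK293 cells carry an SMN2 minigene-luciferase reporter in which exon 7 inclusion puts luciferase in frame. Cells were seeded at 2000 cells/well, attached for 10-12 hours, then exposed to compounds for 30-36 hours at 37C before ONE-Glo luminescence.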
* hit, by the source's call; ? = inconclusive; [ ] = another dose, or the depositor's remark. Unless noted, the call rests on the fitted dose curve; in most records, active means well fitted curve in the direction sought with a large enough effect; inconclusive means small, poorly fitted or top-dose-only effect, or another doubt; inactive means no such curve, though single readings can be large; an effect the other way counts as inactive or inconclusive. Potency means the concentration at half of the fitted maximal effect.

SMILES | TexasRed fluor | TRb SRC2 PPI | SMN2 splice enh
CCc1ccc(-n2c(=O)c3ccc(C(=O)NCCc4ccccc4)cc3n(Cc3ccccc3C#N)c2=O)cc1 | 0% | 6% | 23%
COC(=O)C1=C(CS(=O)(=O)c2ccc(C)cc2C)NC(=O)NC1c1ccc(C)cc1 (stereo unspecified) | 1% | 6% | -4%
CCCCCn1c(=O)[nH]c2cc(C(=O)N3CCN(c4cccc(Cl)c4)CC3)ccc2c1=O | -1% | -2% | 0%
CCN(CC)c1cc(NC2CCCCC2)c2c3c(onc13)-c1ccccc1C2=O | 30% | -2% | -17%
CCn1cc(C(=O)N2CCN(c3ccccc3)CC2)c(=O)c2cc(S(=O)(=O)N(C)C3CCCCC3)ccc21 | -1% | 10% | 3%
Cc1ccc(C2C=C(c3ccc(Cl)cc3)Nc3nc(NS(=O)(=O)c4ccccc4)nn32)cc1 (stereo unspecified) | -33% | 0% | 2%
COc1ccc(OC)c(NC(=O)C2Cc3ccccc3CN2S(=O)(=O)c2ccc(F)cc2)c1 (stereo unspecified) | -2% | -2% | -8%
CC(=O)c1cccc(NC(=O)C2CCCN(C(=O)c3cnn(-c4ccccc4)c3-n3cccc3)C2)c1 (stereo unspecified) | 0% | 0% | -38%[inhibitor]
COc1ccccc1NC(=O)CCn1nc(-c2ccccc2OC)c2c(C)cc(C)nc21 | -3% | 1% | -12%
Cc1cc(=O)n2c(C(=O)Nc3ccc(C)c(Cl)c3)c(C(=O)Nc3ccccc3)sc2n1 | -32% | -1% | 3%
COC(=O)c1cccc(CN2C(=O)SC(Nc3ccc(Br)cc3)C2=O)c1 (stereo unspecified) | -22% | 4% | -4%
Cc1nc2ccc(S(=O)(=O)NC(C(=O)N3CCN(c4ccc(Cl)cc4)CC3)C(C)C)cc2s1 (stereo unspecified) | 0% | 1% | -7%
CCOC(=O)c1c(NC(=O)COc2ccc(Cl)cc2C)sc(C(C)=O)c1C | 5% | 4% | -2%
COc1ccc(Br)c2c1-c1nc(NC(=O)c3cccc(C)c3)sc1C2 | -27% | -1% | 7%
Cc1cc(Nc2ccc(C)c(Cl)c2)n2nc(Cc3ccccc3)nc2n1 | 0% | 0% | -6%
O=S(=O)(Nc1ccc(O)c(Sc2nc3ccccc3s2)c1)c1cc(Cl)ccc1Cl | -4% | 0% | -4%
COc1ccc(-c2nn(C)c3sc(C(=O)Nc4cc(OC)c(OC)c(OC)c4)cc23)cc1OC | -9% | 5% | ?
Cc1cc(Br)ccc1NC(=O)c1cn(C2CCCC2)c(=O)c2c1c1ccccc1n2C | -1% | -3% | 2%
COc1ccc(C(=O)c2c(N)c(-c3nc(-c4ccccc4)cs3)c3ccccn23)cc1 | -2% | 7% | 18%
CCC(Oc1ccc(F)cc1)C(=O)Nc1cc(-c2ccc(C)cc2)no1 (stereo unspecified) | -5% | 5% | 7%
COC(=O)c1ccccc1NC(=O)c1ccc2c(c1)CCN2S(C)(=O)=O | -2% | -9% | -3%
CCCCSc1nc(-c2ccc(OC)cc2)ccc1C#N | ? | 5% | 8%
CCc1ccc(OCC(=O)Nc2ccc3c(c2)c2ccccc2n3CC)cc1 | 3% | -3% | -14%
Cc1nc2c3ccccc3nc(NNC(=O)CCC(=O)N3CCN(c4cccc(C(F)(F)F)c4)CC3)n2n1 | -6% | 4% | -11%
COc1ccc(N2CCN(Cc3nc4c(c(=O)[nH]c(=O)n4C)n3Cc3ccccc3)CC2)cc1 | -1% | -9% | 8%
COc1ccc2c(c1)c(=O)c(C(=O)c1ccc(C)c(C)c1)cn2CC(=O)Nc1ccc2c(c1)OCCO2 | 0% | 4% | -10%
Cc1cccc(NC(=O)c2oc3ccccc3c2NC(=O)Cc2coc3cc(C)cc(C)c23)c1 | -10% | -6% | 9%
Cc1nc(SCC(=O)OC(C)(C)C)c2c3c(sc2n1)CCCC3 | -3% | 0% | 2%
COc1ccc(-c2nc3ccccc3s2)cc1NC(=O)c1ccc(C#N)cc1F | 2% | 3% | -5%
Cc1nn2cc(-c3ccc(OC(C)C)cc3)nc2s1 | -1% | -11% | 6%
Cc1cc(C)c(NC(=O)CCc2c(C)nc3c(c(C)nn3C(C)(C)C)c2C)c(C)c1 | -1% | 0% | 1%
COc1ccccc1C(=O)NC1(C(F)(F)F)C(=O)Nc2c1c(=O)[nH]c(=O)n2-c1ccc(F)cc1 (stereo unspecified) | -94%[53 µM] | -27%[53 µM] | -6%
COc1cc(NC(=O)CSc2ncc(S(=O)(=O)c3ccc(Br)cc3)c(=O)[nH]2)cc(OC)c1 | -1% | -1% | -9%
CCOc1cc(C#N)c(NC(=O)c2cccc(S(=O)(=O)N3CCOCC3)c2)cc1OCC | -80%[53 µM] | ? | -20%
CCCSc1nnc2c(n1)OC(CC)N(C(C)=O)c1ccccc1-2 (stereo unspecified) | -2% | 5% | 2%
COc1ccc(/C=C/c2nc(C#N)c(NC3CCCCC3)o2)cc1OC | -4% | -4% | 11%
COc1ccc(NC(=O)CSc2oc(-c3ccco3)nc2S(=O)(=O)c2ccccc2)c(OC)c1 | 0% | -3% | 15%
Cc1ccc2c(c1)c(=O)c(C(=O)c1ccc3c(c1)OCO3)cn2Cc1cccc(F)c1 | 1% | 2% | -3%
Cc1ccc(-c2n[nH]c3c2C(c2ccccc2Cl)N(c2ccc(C(=O)O)cc2)C3=O)cc1 (stereo unspecified) | -1% | -4% | 2%
CCOC(=O)c1ccc(-c2ccc(/C=C(\C#N)c3nc4ccc(C)cc4[nH]3)o2)cc1 | -5% | 3% | -4%
COCCN(Cc1ccco1)C(=O)c1cc2c(=O)[nH]c3ccc(C)cc3c2s1 | -19% | 6% | -5%
COc1ccc(Nc2nnc(-n3nc(C)cc3C)c3ccccc23)cc1 | -1% | -1% | -5%
COc1ccc(CNC(=O)CSc2ncc(S(=O)(=O)c3ccc(Br)cc3)c(=O)[nH]2)cc1 | ? | 10% | -1%
CC(=O)Nc1ccc(/C=C/c2nc(-c3ccccc3O)n(-c3ccccc3)n2)cc1 | 2% | -1% | -16%
CCOc1ccc(OCC(=O)Nc2c(C(=O)Nc3ccc(C)cc3)oc3ccccc23)cc1 | 1% | -2% | 0%

Next section, starting with the last five of the part before.
SMILES | TexasRed fluor | TRb SRC2 PPI | SMN2 splice enh
COCCN(Cc1ccco1)C(=O)c1cc2c(=O)[nH]c3ccc(C)cc3c2s1 | -19% | 6% | -5%
COc1ccc(Nc2nnc(-n3nc(C)cc3C)c3ccccc23)cc1 | -1% | -1% | -5%
COc1ccc(CNC(=O)CSc2ncc(S(=O)(=O)c3ccc(Br)cc3)c(=O)[nH]2)cc1 | ? | 10% | -1%
CC(=O)Nc1ccc(/C=C/c2nc(-c3ccccc3O)n(-c3ccccc3)n2)cc1 | 2% | -1% | -16%
CCOc1ccc(OCC(=O)Nc2c(C(=O)Nc3ccc(C)cc3)oc3ccccc23)cc1 | 1% | -2% | 0%
CCOc1ccc(NC(=O)N2CCN(c3ccc(Cl)c(Cl)c3)CC2)cc1 | 5% | -4% | -4%
Cc1ccc(N(CC(=O)N2CCN(c3cccc(Cl)c3)CC2)S(=O)(=O)c2c(C)noc2C)cc1 | -1% | 6% | -27%
O=C(Nc1sc2c(c1C(=O)NCC1CCCO1)CCCC2)c1cc(=O)c2ccccc2o1 (stereo unspecified) | -22% | 4% | 9%
COc1ccc(-c2nsc(NC(=O)c3oc4ccccc4c3C)n2)cc1 | -1% | -2% | 29%
Oc1ccc(-c2nc3ccc(Cl)cn3c2Nc2ccc(Cl)cc2)cc1 | -8% | 10% | -8%
CCOc1ccc(CCNC(=O)CCCc2nnc3n(C)c(=O)c4sccc4n23)cc1OCC | -1% | -7% | -6%
O=C(NCCc1ccccc1)c1ccc(CSc2nc3ccncc3n2Cc2cccc(F)c2)cc1 | -1% | 6% | 1%
Cc1ccc(OCC(=O)Nc2ccc(OCc3cc(=O)n4ccsc4n3)cc2)cc1 | 1% | 0% | 10%
Cc1ccc(OCc2nnc(-c3ccccc3)o2)cc1 | 4% | -2% | 25%
COc1c(Cl)cc(Cl)cc1C(=O)Nc1cccc(-c2nc3ccccc3o2)c1C | -77%[53 µM] | -26%[53 µM] | 12%
COc1ccccc1/C=C(\C#N)c1nc(-c2cc3ccccc3oc2=O)cs1 | 2% | -3% | 14%
CCc1nn(CCCC(=O)NCc2ccc(OC(C)C)cc2)c(=O)c2cc3occc3n12 | 1% | -1% | -19%
COC(=O)c1ccc(NC(=O)Cn2c(=O)oc3ccccc32)cc1 | -7% | 5% | 0%
Cc1ccc(N2CCN(Cc3nnc(-c4ccccc4F)o3)CC2)c(C)c1 | 0% | 0% | -20%
Cc1cccc(N(C)c2nc3ccc(C)cc3n3cnnc23)c1 | 3% | -1% | 5%

Pulled by compound from above, 4 records:
SMILES | TexasRed fluor | TRb SRC2 PPI | SMN2 splice enh
COc1c(Cl)cc(Cl)cc1C(=O)Nc1cccc(-c2nc3ccccc3o2)c1C | -77%[53 µM] | -26%[53 µM] | 12%
Cc1ccc(OCC(=O)Nc2ccc(OCc3cc(=O)n4ccsc4n3)cc2)cc1 | 1% | 0% | 10%
Cc1ccc(N(CC(=O)N2CCN(c3cccc(Cl)c3)CC2)S(=O)(=O)c2c(C)noc2C)cc1 | -1% | 6% | -27%
Cc1ccc(OCc2nnc(-c3ccccc3)o2)cc1 | 4% | -2% | 25%

(further entries)
SMILES | TexasRed fluor | TRb SRC2 PPI | SMN2 splice enh
COc1ccc(OC2CCN(S(=O)(=O)c3cccc(F)c3)CC2)cc1 | -2% | 9% | -43%[inhibitor]
CC(=O)NCCNc1nc2c(S(=O)(=O)c3ccc(C)c(C)c3)nnn2c2ccc(Cl)cc12 | 1% | -4% | 3%
O=C(Cn1ncc2c3ccccc3n(Cc3ccc(Cl)cc3)c2c1=O)NC1CCCCCC1 | 1% | 6% | 22%
COc1ccc(-c2noc(CNC(=O)COc3cccc(C)c3C)n2)cc1 | 2% | -5% | -2%
COc1cc(Cl)c(C)cc1NC(=O)CNC(=O)Cn1ccc2ccccc2c1=O | -1% | -5% | -7%
O=C(CN1C(=O)COc2ccc(Cl)cc21)Nc1ccc(F)cc1 | 5% | 0% | 3%
COc1ccc(-n2c(=O)c3c4c(sc3n(Cc3ccc(C)cc3C)c2=O)CCC4)c(OC)c1 | -2% | 0% | 1%
COc1ccccc1CNS(=O)(=O)c1cc(Br)cc2c1N(C(=O)C1CC1)CC2 | 0% | -7% | 2%
CCOc1ccc(NC(=O)Cn2ncc3c2-c2cc(C)ccc2OC3)cc1 | 2% | -3% | -2%
CCOC(=O)c1cc2c(=O)n3ccccc3nc2n(CCCOC)c1=NC(=O)c1c(-c2ccccc2Cl)noc1C | -1% | -6% | 1%
Cc1oc(-c2cccc(Cl)c2)nc1CN1CCCC(C(=O)NCc2ccc(F)cc2)C1 (stereo unspecified) | -4% | -4% | -6%
CSc1ccccc1NC(=O)CCS(=O)(=O)c1nc(-c2cccs2)cc(C(F)(F)F)n1 | 0% | -2% | 12%
COc1ccc(CCCc2nnc(SCC(=O)Nc3cc(F)ccc3C)o2)cc1 | -2% | 1% | -24%
CC(=O)c1cccc(N(C(=O)Cn2nnc3ccccc32)C(C(=O)NCc2ccccc2)c2ccc(F)cc2)c1 (stereo unspecified) | ? | -10% | -5%
O=C(c1ccc2c(c1)N(Cc1ccc(F)cc1)C(=O)c1ccccc1S2(=O)=O)N1CCCC1 | -7% | 1% | -1%
CNC(=O)COc1ccc(Nc2nnc(-c3ccc(C)c(S(=O)(=O)NC(C)(C)C)c3)c3ccccc23)cc1 | 0.2µM*[quencher] | -8% | -33%[inhibitor]
Cc1cc(N(C)Cc2ccccc2)n2nc(-c3ccc(C(C)(C)C)cc3)nc2n1 | 0% | -3% | -5%
N#Cc1c(C(F)(F)F)cc(-c2cccs2)nc1SCC(=O)Nc1cccc(C(F)(F)F)c1 | -4% | -2% | 8%
Cc1cc(C(F)F)n2nc(C(=O)Nc3cc(Cl)ccc3C)nc2n1 | 5% | -3% | 4%
Cc1ccc(-c2cc(-c3coc4ccccc4c3=O)c3c(n2)-c2ccccc2OC3)cc1 | -5% | 2% | 7%
COc1ccc(C2CC(=O)c3cc(-c4nc(-c5cccc([N+](=O)[O-])c5)cs4)c(=O)n(-c4cccc(C)c4)c3C2)cc1 (stereo unspecified) | 1% | -5% | -6%
CCC(=O)N1CCc2cc(Br)cc(S(=O)(=O)N3CCCC(C(=O)NCc4ccccc4)C3)c21 (stereo unspecified) | 6% | 0% | -18%
O=C(c1cc(-c2cccc(Cl)c2)on1)N1CCN(c2ccccc2)CC1 | 1% | -2% | 4%
Cc1c(Cl)cccc1NC(=O)c1ncn(-c2ccccc2)n1 | 0% | -2% | 4%
O=C(CN1C(=O)CC(c2ccccc2)Sc2ccccc21)Nc1cccc(Cl)c1 (stereo unspecified) | ? | -7% | 1%

Some of the compounds tested; the hit share may differ from the screen's.
